# yeast bub3 = NCI yeast anticancer drug screen, S. cerevisiae bub3 mutant strain. % growth inhibition at 50 µM. 9.9% of 78,000 active;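 note: 0% = growth of vehicle-only cultures of the same strain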
#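 Compounds were applied to a genetically altered yeast strain carrying a cell-cycle control defect. Growth inhibition was scored against vehicle-treated controls.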
# rad50 = NCI yeast anticancer drug screen, S. cerevisiae rad50 strain; % growth inhibition at 50 µM; AID 155, 2004; 10% of 79,000 active;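 note: 0% = growth of vehicle-only cultures of the same strain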
#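 Growth of the mutant yeast was measured after compound exposure and referenced to vehicle-treated cultures.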
# yeast cln2 rad14 = NCI yeast anticancer drug screen, S. cerevisiae cln2 rad14 strain; growth inhibition, % at 50 µM; 8.3% of 78,000 active;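 note: 0% = growth of vehicle-only cultures of the same strain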
#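 Relative to vehicle controls, growth inhibition of compound-treated cln2 rad14 yeast was recorded.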
# yeast mec2-1 = NCI yeast anticancer drug screen, S. cerevisiae mec2-1 strain; 9% of 79,000 active; AID 157, 2004; % growth inhibition at 50 µM;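 note: 0% = growth of vehicle-only cultures of the same strain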
#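 Test agents were screened against the mec2-1 yeast strain, with defined DNA repair or cell cycle alteration. Growth was scored as inhibition against vehicle-only controls.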
# yeast sgs1 mgt1 = NCI yeast anticancer drug screen, S. cerevisiae sgs1 mgt1 strain; growth inhibition, % at 50 µM; 10% of 78,000 active;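 note: 0% = growth of vehicle-only cultures of the same strain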
#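 Growth of a repair-deficient yeast mutant was monitored after compound treatment and expressed as inhibition relative to vehicle-treated cultures.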
# mlh1 rad18 = NCI yeast anticancer drug screen, S. cerevisiae mlh1 rad18 strain | 11% of 79,000 active | growth inhibition, % at 50 µM;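 note: 0% = growth of vehicle-only cultures of the same strain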
#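 Test agents were incubated with a yeast strain of defined genotype (DNA damage repair defect). Inhibition of growth was derived by comparison with vehicle-exposed cultures.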
# The depositor's hits bear a star; . = not tested or not shown; & = joins results of further samples. Cut-off read from the data, not from the text of the source: active = growth inhibition above about 70%; inactive = the rest. Not a hit list; about 14% have a hit in one of these screens.
SMILES,yeast bub3,rad50,yeast cln2 rad14,yeast mec2-1,yeast sgs1 mgt1,mlh1 rad18
CNC(=O)OCc1c(COC(=O)NC)c(-c2ccc(Cl)c(Cl)c2)n2c1Cc1ccccc1C2,88*,89*,91*,92*,89*,87*
Oc1c(Cl)cc(Cl)c(Cl)c1Cl,99*,98*,98*,100*,99*,99*
O=C1C=C(Cl)C(=O)C2=C1CCCC2,99*,95*,59,71*,61,94*
O=C(CNCc1ccccc1)NC(Cc1ccccc1)c1ccccc1 (stereo not given),13,8,17,-14,0,21
COC(=O)c1nc(N)nc(C(=O)OC)c1C(=O)c1ccc(Cl)c(Cl)c1,3,-8,-5,7,-18,11
CCS(=O)(=O)c1ccc(NC(=O)OC2CCCCCCC2)cc1,95*,96*,89*,81*,66,92*
COc1cc(CC2c3cc(OC)c(OC)cc3CCN2C)c(Oc2cc3c(cc2OC)-c2c(OC)c(OC)c(OC)c4c2C(C3)N(C)CC4)cc1OC (stereo not given),0,10,14,-1,-7,1
Nc1nc(SCc2cc(=O)c(O)co2)c2[nH]cnc2n1,13,-3,12,4,6,12
CCCCCCCCCCCCCCCCS(=O)(=O)N/N=c1\cc(-c2ccccc2Cl)c2ccccc2n1C,-11,0,6,-17,2,3
Cc1cc(C(=O)CCCCOc2ccc(C3=NCCO3)cc2)c(C)n1C,-26,-15,-8,3,17,-6
O=c1oc2c3ccc4ccccc4c3n(Cc3nc4ccccc4[nH]3)c2c2ccccc12,15,22,29,12,20,25
CN(Cc1ccccc1)CC1C2CCC(C2)C1O (stereo not given),-1,-11,20,-34,2,-9
O=C(/C=C1/NC(=O)CS1)Nc1ccccc1,-8,-4,6,-20,31,-21
CN(C)c1ccc(/C=C(\C#N)c2ccccc2Br)cc1,30,0,-28,-10,16,4
Cc1cc2ccccc2oc(=O)/c1=N\Nc1ccccc1,2,0,-3,-6,-8,-7
O=C1C(Cl)=C(NCCC2CCCN3CCCCC23)C(=O)c2ccccc21 (stereo not given),26,65,64,53,80*,71*
C=C1C(=O)C[C@@H]2CC(C)(C)C[C@]12CC(=O)O,-9,-11,-7,-41,-2,-17
O=c1[nH]nc(-c2ccccc2)c2nc3ccccc3n12,7,-14,-46,-7,7,-10
BrC1c2ccccc2-c2ccccc21,15,17,5,-2,-8,-27
Cc1[nH]n(C(N)=S)c(=O)c1N=Nc1ccc([N+](=O)[O-])cc1,52,91*,8,51,88*,93*
Cn1c([N+](=O)[O-])cnc1/C=C1\CCc2cc(OCCN3CCCC3)ccc2C1=O,-2,30,22,24,36,38
COc1ccc(C(c2ccc(N(C)C)cc2)c2ccc(N(C)C)cc2)cc1,94*,94*,42,93*,94*,73*
CC1C(c2ccccc2)OCN1CC=C(c1ccsc1)c1ccsc1 (stereo not given),-22,18,16,6,17,53
CCC1(Cc2ccccc2)SCC(=O)NC1=O (stereo not given),-15,1,-26,1,-1,-30
O=S(=O)(Cc1c(Cl)c(Cl)c(Cl)c(Cl)c1Cl)c1ccc(Cl)cc1,2,1,-18,-1,-1,-2
CCN(CC)N=Nc1c(C(N)=O)n[nH]c1C,-23,85*,-29,16,0,40
Cc1cc2c(c3c1C(=O)CC3)C(C)CCC2(C)C (stereo not given),17,30,-7,2,16,14
CCC1(CC)COC(C)(C(=O)O)OC1,6,57,-41,11,-3,-6
CCC/C(Cl)=N\OC(=O)Nc1ccc(F)cc1,33,-1,20,-24,68,1
N#CC1CC12c1ccccc1C(=O)c1ccccc12 (stereo not given),-21,-2,-16,0,1,-5
CCCCCSCCC(=O)O,-1,12,4,12,11,-6
CCOC(=O)NC1C2CC3C(C2)C31 (stereo not given),-52,-55,-21,-33,-29,-33
CCOC(=O)c1csc(Br)n1,99*,99*,83*,100*,98*,78*
COC(c1ccc(C(C)(C)C)cc1)(c1ccc(C(C)(C)C)cc1)c1ccc(C(C)(C)C)cc1,-49,-9,-23,-24,-36,-63
OC(c1ccccc1)(C1CCNCC1)C1CC1 (stereo not given),-17,10,-20,-10,-4,-6
COc1cc(N=Nc2ccccc2)cc(/C=N\NC(=S)Nc2ccc(C)cc2)c1O,-8,34,9,10,14,22
Brc1cccc(Br)n1,2,-6,7,-6,-8,4
COc1ccc(-c2cc(-c3ccco3)c(C#N)c(=S)n2C2OC(CO)C(O)C(O)C2O)cc1 (stereo not given),-3,5,30,4,-15,4
CN(CCO)Cc1ncccc1O,41,20,50,-6,-16,-30
COc1ccc(/C=N/NC(=O)O)cc1,-33,5,-12,-5,-24,-18
C=C1C(=O)C2(C)OC2(C)C1C(=O)O (stereo not given),7,1,11,8,-5,-6
COc1ccccc1/C=C(\NC(=O)c1ccccc1)C(=O)NC(C)C,16,-39,-1,-53,-13,-11
O=[N+]([O-])c1ccc(Cl)cc1C(Nc1nncs1)Nc1nncs1,57,75*,41,41,86*,80*
O=C(Cc1ccccc1)NCc1ccccc1,3,-2,-3,-7,14,9
O=C1NC(=NC2CCCCC2)C2(CCN(CCCC3(c4ccc(F)cc4)OCCO3)CC2)N1c1ccccc1,-5,-19,5,-17,-6,-1
CCCCOC(=O)C(=O)C(CC(C(=O)Cc1ccccc1)c1ccccc1)C(=O)C=C(C)C (stereo not given),27,0,-12,-5,-1,-18
CC(C)(C)c1ccc(OCC(=O)O)c(Cl)c1,-24,-5,-6,-8,-24,2
O=C(O)C1(NO)CCCCC1,-13,-7,-9,7,-12,-5
CC(=O)C(N=Nc1ccc(S(=O)(=O)NC2NCCC(C)N2)cc1)C(=O)Nc1ccccc1C (stereo not given),1,55,26,16,48,42
Cc1ccc2nc(CC(=O)c3ccc4ccccc4c3)c(=O)[nH]c2c1,3,6,13,10,9,22
O=CC(O)C(O)C(O)CO (stereo not given),-3,0,7,1,-3,4
O=[N+]([O-])c1cccc2cncc(Br)c12,8,3,-6,-2,11,-5
Cc1ccc(N2C(=O)CC(Sc3ccccc3N)C2=O)cc1Cl (stereo not given),.,-16,.,-36,.,-12
CCCCCCCCCCCCCCCCO,-15,-14,-16,-14,-14,-12
Cc1nc2[nH]cc(-c3ccccc3)c2c(=N)n1-c1ccccc1,13,3,0,-1,10,15
O=C1C2ON3c4ccccc4C(=O)C3(c3ccccc3)C2C(=O)N1c1ccccc1 (stereo not given),-37,-41,-14,-31,-63,-49
CCOC(=O)Cc1csc(N=Nc2c(O)[nH]c3ccccc23)n1,6,-3,8,-13,11,18
CCOc1ccc(-c2ccccc2)cc1,-8,-4,-29,4,-8,22
O=C(OCc1c(-c2ccccc2)nn(-c2ccccc2)c1COC(=O)Oc1ccccc1)Oc1ccccc1,-11,-3,18,-15,-12,10
COc1ccc(C(O)c2ccc(C)cc2)cc1 (stereo not given),-27,-14,-28,-4,-43,-17

# (cont.)
SMILES,yeast bub3,rad50,yeast cln2 rad14,yeast mec2-1,yeast sgs1 mgt1,mlh1 rad18
CN(CCO)CCCC1COc2ccccc2O1 (stereo not given),-9,-32,6,-39,-21,-8
N#CC(C#N)=C1SC(=Nc2ccccc2)C(=Nc2ccccc2)N1c1ccccc1,22,12,7,6,19,16
O/N=C(/CC(O)(c1ccccc1)c1ccccc1)c1ccccc1,-18,23,-15,-7,8,27
COC(=O)NC1C(C)OC(OC2C/C=C(/C)C3C=CC4C(OC5CC(OC6CC(O)C(OC7CC(O)C(OC)C(C)O7)C(C)O6)C(O)C(C)O5)C(C)CC(C)C4C3(C)/C(O)=C3\C(=O)OC4(CC(C)C(CO)=CC4/C=C\2C)C3=O)CC1(C)[N+](=O)[O-] (stereo not given),11,6,15,-7,9,11
COC1(OC)OC2=C(OC1(OC)OC)c1ccccc1C2=O,-17,38,-15,-13,-12,-55
Cc1cccc(NC(=O)Nc2ccccc2Cl)c1C,-2,11,-4,5,1,-9
O=C(O)c1cc(O)c(O)c(O)c1,3&2,2&5,-10&16,-8&-13,16&2,3&6
Cc1ccc(/C=C2/N=C(N/N=C\c3ccccc3)NC2=O)cc1,-9,-6,2,15,-19,-41
C/C(N=NC(=S)N1CC(C)OC(C)C1)=C1\C=CC=CN1O (stereo not given),14,-7,12,-2,12,9
COc1ccc2c(c1OC)OC1CNc3cc(C)c(C)cc3N=C1C2 (stereo not given),13,6,-42,3,4,7
Cc1cc(C)c(C(=O)c2ccccc2CO)cc1C,-23,32,-25,1,0,34
Clc1cc2nnn(C3CCCCO3)c2cc1Cl (stereo not given),-1,10,-12,-3,-23,14
CC1(C)N([O-])[N+](=O)C1(Br)c1ccccc1 (stereo not given),87*,87*,90*,94*,93*,84*
COC(=O)c1ccccc1C=C(c1ccc([N+](=O)[O-])cc1)c1ccc([N+](=O)[O-])cc1,95*,93*,95*,96*,97*,96*
NC(N)=NC(=S)Nc1ccc(Cl)cc1,-16,22,-4,2,8,31
NC(=O)c1cccc([C@@H]2O[C@H](CO)[C@@H](O)[C@H]2O)c1,0,1,27,-10,11,-32
O=[N+]([O-])c1cc(F)ccc1O,2,-4,-14,0,-5,5
C=CCOCCC(=O)OCC=C,67,7,72*,40,16,71*
Cc1cc(C)c(NC(=O)CC#N)c(C)c1,8,-6,-60,-2,-11,-2
Cc1cc(Cl)ccc1N=C1NC(=O)C(CC(=O)Nc2ccc(Cl)cc2Cl)S1 (stereo not given),-4,15,-46,13,-2,20
CN(/N=C/c1ccccn1)C1=NCCCN1,-5,-20,5,-22,-23,-27
CC(=O)N(Cl)c1ccc(N=Nc2ccccc2)cc1F,-8,24,-10,15,33,7
COc1cc2cccc(N=Cc3cccc(OC)c3OC(C)C)c2cc1OC,-5,-21,16,-13,12,-9
CC(C)(OC(=O)c1ccc([N+](=O)[O-])cc1)C1CC1,-11,-12,-29,2,-24,-24
S=C(S)N(Cc1ccccc1)Cc1ccccc1,7,33,-1,-3,27,36
Sc1ccccc1C1N(Cc2ccc(Cl)cc2)CCCN1Cc1ccc(Cl)cc1,82*,79*,64,56,87*,80*
CCCCC(C=O)(CC)CCC#N (stereo not given),-16,45,-18,-3,46,42
O=[N+]([O-])c1ccc(N=CC2CCC=CO2)cc1 (stereo not given),-9,-4,-28,18,-10,-15
COC(=O)[C@]1(C)CCCC2(C)C1CC[C@H]1C=C(C)[C@H]3CCC12C3 (stereo not given in full),-1,14,7,12,-25,16
Cc1ccc(C(c2ccc(N(C)C)cc2)c2ccc(N(C)C)cc2)cc1,95*,94*,69,95*,94*,93*
CN(C)c1ccc(/C=C(\C#N)C(N)=S)cc1,5,1,-23,-24,-5,4
C/C(=N\NC(=O)c1ccccc1O)c1cccc(/C(C)=N/NC(=O)c2ccccc2O)n1.O=S(=O)([O-])[O-].[Fe+2],1,11,-1,39,40,41
O/N=C1\CC2(N3CCOCC3)CCC1(c1ccccc1)CC2,38,12,21,-12,54,12
CC(=O)Nc1ccc2c(c1)C(S)c1ccccc1-2 (stereo not given),49,52,33,32,47,37
CCOC(=O)NC1CC2CCC1C2 (stereo not given),-6,0,4,-16,14,-9
CC(C)C(NC(=O)C1CSC(C)(C)N1C=O)C(N)=O (stereo not given),37,-5,-7,-32,12,-25
CC1([N+](=O)[O-])COC(Cc2ccccc2)OC1 (stereo not given),-18,-8,-17,-4,-17,-5

# 6 compounds picked at random from those above:
SMILES,yeast bub3,rad50,yeast cln2 rad14,yeast mec2-1,yeast sgs1 mgt1,mlh1 rad18
Cc1ccc(C(c2ccc(N(C)C)cc2)c2ccc(N(C)C)cc2)cc1,95*,94*,69,95*,94*,93*
CC(C)C(NC(=O)C1CSC(C)(C)N1C=O)C(N)=O (stereo not given),37,-5,-7,-32,12,-25
Sc1ccccc1C1N(Cc2ccc(Cl)cc2)CCCN1Cc1ccc(Cl)cc1,82*,79*,64,56,87*,80*
CN(C)c1ccc(/C=C(\C#N)C(N)=S)cc1,5,1,-23,-24,-5,4
CC(=O)Nc1ccc2c(c1)C(S)c1ccccc1-2 (stereo not given),49,52,33,32,47,37
CCCCC(C=O)(CC)CCC#N (stereo not given),-16,45,-18,-3,46,42

# Copied from the list:
# Entry for `CCC/C(Cl)=N\OC(=O)Nc1ccc(F)cc1` in yeast mec2-1: -24
# Entry for `CCCCCCCCCCCCCCCCO` in yeast cln2 rad14: -16
# Entry for `CCS(=O)(=O)c1ccc(NC(=O)OC2CCCCCCC2)cc1` in mlh1 rad18: 92*

# Sorted by molecular weight (smallest number first): some entries from above
SMILES,yeast bub3,rad50,yeast cln2 rad14,yeast mec2-1,yeast sgs1 mgt1,mlh1 rad18
CC(C)(OC(=O)c1ccc([N+](=O)[O-])cc1)C1CC1,-11,-12,-29,2,-24,-24
CC(=O)N(Cl)c1ccc(N=Nc2ccccc2)cc1F,-8,24,-10,15,33,7
O/N=C1\CC2(N3CCOCC3)CCC1(c1ccccc1)CC2,38,12,21,-12,54,12

# High-throughput results as filed in PubChem.
